Giardia kill = kills Giardia lamblia. Giardia lamblia trophozoite viability. activity change, % at 7.66 µM, hits read low. 340,000 compounds, 0.15% hits. AID 540267; in the data active means activity change below about -80%; inconclusive means between about -30% and that limit;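 further: parasites exposed to compound for two days anaerobically before the ATP read; on the % scale 0 is the no-effect control and ±100 the full control effect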
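Compounds were tested on trophozoites seeded at 100 cells/well and held 48 hrs at 37 deg C anaerobically. An ATP-based luminescent kit measured the remaining live cells.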
VP16 counter = Gal4-VP16 reporter inhibition counter-screen; Drosophila S2 Gal4-VP16 UAS-luciferase, luminescence, 20 h; Potency, µM (doses to about 53.6 µM), for inactives: at the top dose activity, negative = inhibition, hits mostly inhibitors; AID 2546; 310,000 compounds, 3.5% hits;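 further: Gal4-VP16 expression switched on by copper sulfate through the metallothionein promoter; potency means the concentration at half of the fitted maximal effect; on the % scale 0 is the no-effect control and ±100 the full control effect; nearly all actives have a fitted effect of over 50% in size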
PKM2 activator = increases activity of human pyruvate kinase M2 | P14618 | Potency, µM (top dose mostly 57.5 µM), for the others: top-dose activation, hits mostly activators | 260,000 compounds, 0.34% hits | purified PKM2, Kinase-Glo ATP luminescence, activation; response scale: 0% is enzyme alone, no compound; further: potency means the concentration at half of the fitted maximal effect; on the % scale 0 is the no-effect control and ±100 the full control effect; nearly all actives have a fitted effect of over 55% in size
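Purified hPK-M2 (>95%) run at intermediate activity with 0.1 mM ADP and 0.5 mM PEP in 50 mM imidazole pH 7.2, KCl, MgCl2; 1 h room temperature. ATP formed read by Kinase-Glo luminescence; normalized to uninhibited and no-enzyme controls.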
RORgamma inh = inhibitors of mouse ROR gamma transcriptional activity. AID 2551. P51450. Potency, µM (top dose mostly 53.6 µM), without a hit: top-dose activity change, negative = inhibition, most hits filed as inhibitors. Drosophila S2 Gal4-RORgamma UAS-luciferase reporter, 20 h. 310,000 compounds, 5.4% hits; further: potency means the concentration at half of the fitted maximal effect; on the % scale 0 is the no-effect control and ±100 the full control effect; nearly all actives have a fitted effect of over 60% in size
Target sequence (P51450 whole entry, looked up, the tested form may be a part): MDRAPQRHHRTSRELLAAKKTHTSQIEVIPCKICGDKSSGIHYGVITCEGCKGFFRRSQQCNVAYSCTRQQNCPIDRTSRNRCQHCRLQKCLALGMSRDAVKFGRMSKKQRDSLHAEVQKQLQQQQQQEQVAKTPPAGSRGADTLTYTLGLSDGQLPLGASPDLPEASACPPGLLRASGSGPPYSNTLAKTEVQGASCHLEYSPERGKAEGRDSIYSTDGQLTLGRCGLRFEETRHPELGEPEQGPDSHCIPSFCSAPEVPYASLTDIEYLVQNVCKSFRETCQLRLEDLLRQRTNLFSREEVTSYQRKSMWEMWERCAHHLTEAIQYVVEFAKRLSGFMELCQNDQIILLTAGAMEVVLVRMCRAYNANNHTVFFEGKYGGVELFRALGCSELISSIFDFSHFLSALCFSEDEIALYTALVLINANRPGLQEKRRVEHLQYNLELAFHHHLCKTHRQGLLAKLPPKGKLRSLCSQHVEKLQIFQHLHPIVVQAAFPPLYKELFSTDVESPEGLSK
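ROR gamma transcriptional activity was tracked as Gal4-UAS luciferase output in stably transfected Drosophila Schneider cells, with compound added 1 hr before 700 uM copper sulfate induction and a 20 hr ambient-temperature incubation.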
ELG1 genotox = induces genotoxicity in HEK293T cells with luciferase-tagged ELG1 | HEK293T ELG1-luciferase reporter, luminescence, 16 h | 330,000 compounds, 1.3% hits | AID 504466 | Potency, µM (top dose mostly 46 µM), for inactives: at the highest dose activity change, positive = activation, most hits filed as activators; further: potency means the concentration at half of the fitted maximal effect; % of control where 0% means no effect; nearly all actives have a fitted effect of over 60% in size
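Cells (2,000/well) expressing the ELG1-luciferase fusion are dosed by pin tool and kept 16 hr at 37 °C, 5% CO2. Signal comes from ONE-Glo luciferase reagent after 30 min at room temperature.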
Menin MLL FP TR = displaces Texas Red mutant MLL peptide from human menin. Menin + Texas Red MLL mutant peptide, fluorescence polarization. Potency, µM (titrated, usually from 61.6 µM), for inactives: top-dose FP activity change, negative = inhibition, actives largely listed as inhibitors. 270,000 compounds, 0.23% hits. AID 1768; active means well fitted inhibition curve with a large enough effect in the polarisation, with a control signal flat, not every such curve was filed as active; inconclusive means small, poorly fitted or top-dose-only effect, or effect the other way, or a change in a side signal; inactive means no such curve, though single readings can be large or run the other way; the % refers to the polarisation; further: potency means the concentration at half of the fitted maximal effect; % of control where 0% means no effect; many of its hits are not listed in these tables
Target sequence (O00255 whole entry, looked up): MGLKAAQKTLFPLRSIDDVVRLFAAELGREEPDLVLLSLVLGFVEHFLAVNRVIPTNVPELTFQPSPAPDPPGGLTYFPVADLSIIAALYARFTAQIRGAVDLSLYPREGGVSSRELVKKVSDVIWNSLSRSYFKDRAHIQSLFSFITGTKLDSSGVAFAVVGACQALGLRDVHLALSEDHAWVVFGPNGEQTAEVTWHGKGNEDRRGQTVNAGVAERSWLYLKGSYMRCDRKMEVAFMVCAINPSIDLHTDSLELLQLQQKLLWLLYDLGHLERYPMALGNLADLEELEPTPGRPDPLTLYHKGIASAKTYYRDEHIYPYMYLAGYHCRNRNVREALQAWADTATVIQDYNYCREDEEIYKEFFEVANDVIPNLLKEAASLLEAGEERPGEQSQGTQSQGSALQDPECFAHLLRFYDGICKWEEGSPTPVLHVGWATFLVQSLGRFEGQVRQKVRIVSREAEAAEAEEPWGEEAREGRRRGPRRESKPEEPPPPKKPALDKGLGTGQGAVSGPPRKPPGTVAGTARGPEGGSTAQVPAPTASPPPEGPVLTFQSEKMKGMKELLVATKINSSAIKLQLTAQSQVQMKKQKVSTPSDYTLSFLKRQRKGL
NPC1 promoter act = activates the NPC1 promoter. Huh7 NPC1 promoter luciferase reporter, 24 h. Potency, µM (doses to about 9.22 µM), inactives show at the highest dose activation, most hits filed as activators. 320,000 compounds, 2.4% hits. AID 485313;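 further: potency means the concentration at half of the fitted maximal effect; % of control where 0% means no effect; nearly all actives have a fitted effect of over 60% in size; reporter is driven by a mutant NPC1 promoter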
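Stable NPC1-promoter luciferase Huh7 line; cpd (DMSO) 24 h, 37 °C, 5% CO2; Amplite luciferase reagent 10 min RT; luminescence readout. qHTS format.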
FLuc modulator = firefly luciferase modulation, counter-screen for miR-21 project | P08659 | purified FLuc, Km substrates, luminescence inhibition | Potency, µM (doses to about 57.5 µM), for the others: at the highest dose activity change, negative = inhibition, usual class: inhibitors | 360,000 compounds, 6.9% hits | AID 588342;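 further: potency means the concentration at half of the fitted maximal effect; plate controls were vehicle for no effect and reference inhibitor for full effect; nearly all actives have a fitted effect of over 55% in size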
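Purified P. pyralis luciferase (10nM final) with 10uM D-luciferin and 10uM ATP (Km levels) in 50mM Tris acetate pH 7.5, 10mM Mg acetate, 0.01% Tween-20, 0.05% BSA; qHTS 6-point titration, ~60 µM downward; luminescence read.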
p53 reactivation = re-activators of mutant p53; Potency, µM (series often up to 92.2 µM), for inactives: top-dose activity change, positive = activation, usual class: activators; AID 504706; 320,000 compounds, 0.063% hits; H1299 p53-A138V BP100-luciferase reporter, luminescence, 24 h; further: potency means the concentration at half of the fitted maximal effect; % of control where 0% means no effect; nearly all actives have a fitted effect of over 45% in size
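p53-null H1299 cells stably carrying temperature-sensitive p53-A138V and a BP100-luciferase reporter were pinned with compounds (4-point, 1:5 series) and held 24 hrs at 37 deg C. Luminescence was read 10 min after detection reagent.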
Rab9 prom act = activates the Rab9 promoter | Huh7 Rab9 promoter-luciferase reporter, luminescence, 24 h | Potency, µM (highest dose often 9.22 µM), for the others: at the top dose activation, negative = inhibition, actives largely listed as activators | 320,000 compounds, 2.8% hits | AID 485297; further: potency means the concentration at half of the fitted maximal effect; % of control where 0% means no effect; nearly all actives have a fitted effect of over 60% in size
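Stable Rab9-luc Huh7, 1500 cells/well, 2 h settle; cmpd in DMSO, 24 h, 37 °C/5% CO2; luciferase reagent 10 min RT; luminescence.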
BRCA1 expr act = activators of BRCA1 expression; MCF7-BRCA1-FFLuc reporter, luminescence, 48 h; response scale: scaled: vehicle 0%, 10 µM genistein 100%; Potency, µM (highest dose often 46.1 µM), for inactives: at the top dose activation, hits mostly activators; 380,000 compounds, 1.1% hits; further: potency means the concentration at half of the fitted maximal effect; nearly all actives have a fitted effect of over 80% in size; some results filed as inactive show a strong effect at the top dose
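Cells: MCF7-BRCA1-FFLuc, 2000/well. Exposure: 48 h, 37 °C, 5% CO2. Read: luminescence, 15 min post-substrate. Controls: genistein 10 microM (maximal activation), DMSO (neutral).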
Starred values were filed as active, the others as inactive; u = inconclusive; x = no result given; & = joins results of further samples; [ ] = another dose, or the depositor's remark. Unless noted, the call rests on the fitted dose curve; in most records, active means well fitted curve in the direction sought with a large enough effect; inconclusive means small, poorly fitted or top-dose-only effect, or another doubt; inactive means no such curve, though single readings can be large; an effect the other way counts as inactive or inconclusive. This is a subset, so the mix of outcomes need not match the whole.

SMILES | Giardia kill | VP16 counter | PKM2 activator | RORgamma inh | ELG1 genotox | Menin MLL FP TR | NPC1 promoter act | FLuc modulator | p53 reactivation | Rab9 prom act | BRCA1 expr act
CC(C)C(C)(C#N)NC(=O)CSc1nc2scc(-c3ccco3)c2c(=O)n1-c1ccccc1 (centres undefined) | -2 | 6% | 24% | 12% | -7% | u | 14% | 1% | -2% | 2% | -26%
CCOc1ccccc1N(CC(=O)Nc1ccc(OC)cc1)S(=O)(=O)c1ccccc1 | 20 | 2% | 2% | 13% | -7% | 24% | -6% | 10% | x | -10% | -31%
COc1ccc(C(C)=O)cc1CSc1nnc(Nc2c(C)cccc2C)s1 | 2 | -5% | 5% | -6% | -1% | -12% | -1% | -1% | -10% | 0% | -33%
CCc1nnc(NC(=O)C2CCC(CNc3c(N4CCC(C)CC4)c(=O)c3=O)CC2)s1 (centres undefined) | -24 | -8% | 5% | -7% | 0% | x | 3% | -2% | -5% | -5% | -11%
COCC(C)n1c(C)cc(C(=O)COC(=O)CNC(=O)c2ccccc2)c1C (centres undefined) | -7 | 8% | 4% | 2% | 0% | -2% | 0% | u | 7% | 2% | 0%
CCCCOc1ccccc1NC(=O)c1ccco1 | 14 | -10% | 5% | 33% | 1% | 2% | 0% | 1% | -2% | -2% | 12%
O=C(Nc1ccccn1)C1CCN(S(=O)(=O)c2ccc3ccccc3c2)CC1 | -14 | x | x | x | 0% | x | -3% | 1% | 12% | 2% | -4%
O=C(c1cc(COc2ccc(F)cc2F)on1)N1CC2C[C@@H]3CC1C[C@H](C2)C3 | 5 | u | x | 20% | 12% | -6% | u | 17µM* | u | u | 91%
CC(=O)Nc1ccc(S(=O)(=O)NCCSc2ccccn2)cc1 | 3 | 4% | -23% | 20% | -6% | 17% | 1% | 1% | -2% | -6% | -25%
CN1C[C@@H]2C(c3ccc(C(F)(F)F)cc3)C3(c4ccc(C#N)cc4)CC2(C3)[C@H]1c1ccccc1 (some centres undefined) | -11 | -1%&4% | -9%&-7% | 31%&23% | -9% | 11% | -5% | 2% | 4% | -14% | -17%
Cc1cccc2nc(CSc3nc4[nH]ncc4c(=O)n3-c3cccc(Cl)c3)cc(=O)n12 | 0 | u | -11% | 63% | -4% | -11% | -10% | -13% | -12% | -11% | -34%
COC(=O)c1ccc(/C=C/C(=O)c2ccc(OC)c(OC)c2)cc1 | 1 | -6% | 28% | 4% | 2% | 83%[activator] | -3% | u | -9% | 2% | 8%
COc1ccc(CCNC(=O)c2nonc2N)cc1OC | -13 | 3% | -6% | 27% | 10% | -17% | 0% | -2% | -1% | -4% | 1%
Cc1ccc(NC(=O)C2CCN(C(=O)N3CCOc4ccccc43)CC2)cc1 | -28 | 1% | -2% | -10% | -1% | 4% | 0% | 0% | x | 6% | -17%
CCOC(=O)C1CCN(S(=O)(=O)c2c(C(=O)N3CCCCC3)c(C)n(C)c2C)CC1 | 3 | -4% | x | 18% | -2%[9.26 µM] | 1% | -8% | -1% | -9% | -3% | 8%
Cc1cccc(-c2cccc(NC(=O)C3CCCN(Cc4cccnc4)C3)c2)c1 (centres undefined) | 8 | -9% | -13% | 3% | -11% | x | -3% | -5% | -6% | 1% | -57%
N#Cc1cccc(NC(=O)CSc2nnc(-c3n[nH]c4ccccc34)o2)c1 | 2 | 4% | u | 21% | 20% | 32%[activator] | u | -15% | u | u | 38%
CN(C)S(=O)(=O)Oc1ccsc1C(=O)Nc1ccc(Cl)c(Cl)c1 | -7 | -4% | 2% | 1% | -6% | u | 23% | -9% | 2% | 0% | -39%
COc1ccc(C2C(C(=O)N3CCCC3)c3cc(OC)c(OC)cc3C(=O)N2C)cc1 (centres undefined) | -8 | -2% | -2% | 4% | 0% | -2% | -1% | 3% | -1% | -1% | 5%
Fc1ccc(-c2cn(-c3ccccc3)c3[n+]2CCS3)cc1 | 9 | -3% | 0% | -2% | -13% | x | 1% | -2% | 0% | -14% | -19%
CC(=O)C1=C(O)C(=O)N(C)C1c1ccccc1F (centres undefined) | -19 | -1% | -1% | -19% | -4% | -1% | 2% | 1% | 0% | 1% | 25%
Cc1ccccc1CC1(CO)CCCN(Cc2c(C)nn(C)c2Cl)C1 (centres undefined) | -26 | -7% | -21% | 1% | -3% | -3% | 3% | -1% | 0% | -4% | -3%
Cc1cc(C)n(-c2cc(N3CCN(S(=O)(=O)c4ccc(Br)cc4)CC3)ccc2[N+](=O)[O-])n1 | 1 | 7% | -4% | 34% | -7% | 11% | -1% | 6% | 0% | -2% | -37%
CC(C)NS(=O)(=O)c1ccc(OCC(=O)NCc2ccccc2)cc1 | -2 | 6% | -1% | 1% | 0% | 1% | 2% | 0% | -11% | 3% | 1%
Cc1nc2ccccn2c1C(=O)N/N=C/c1ccc([N+](=O)[O-])o1 | -86* | u | -6% | 14µM* | -7% | 14% | -9% | -6% | u | -6% | -74%
CCCn1cnc2sc(C(N)=O)c(C)c2c1=O | 15 | -3% | 8% | -43% | -2% | -9% | 0% | 6% | 4% | 1% | 12%
CCc1c(C)c(C#N)c2nc3ccccc3n2c1-n1nc(C)cc1C | 5 | -7% | -1% | 18% | -1% | -16% | -3% | 5% | -1% | -2% | 1%
COc1cn(-c2ccccc2)nc1C(=O)NCc1ccccc1 | -19 | -13% | 0% | -3% | 8% | 11% | -4% | -19% | -8% | 5% | -10%
CCN(CC(=O)Nc1ccc(OC)cc1)C(=O)c1cc(S(=O)(=O)N2CCOCC2)ccc1N1CCCC1 | -2 | x | x | x | -1% | x | -2% | 2% | 4% | -1% | -48%
CCSC1=C(C#N)C2(CCCCC2)C(C#N)C(=O)N1 (centres undefined) | -17 | 2% | -2% | -15% | -2% | 0% | -1% | 5% | -2% | 10% | -1%
CC(C)(C)c1cc(CCC(=O)N2CCCC2)cc(C(C)(C)C)c1O | -11 | -7% | 5% | -14% | 6% | x | -6% | 1% | 4% | -2% | 0%
O=S(=O)(N/N=C1/CC(c2ccccc2)Oc2ccccc21)c1ccc(Br)cc1 (centres undefined) | -9 | -24% | -10% | u | -1% | u | 0% | u | 20% | 3% | -52%
CCOC(=O)CCSc1cc(C)c2ccccc2n1 | u | 5% | -18% | -21% | 1% | -10% | -1% | -17% | -1% | -5% | 6%
N#C/C(=C\c1c(N2CCC(C(N)=O)CC2)nc2ccccn2c1=O)S(=O)(=O)c1ccc(Cl)cc1 | 0 | 10% | 2% | 30% | -1% | x | 1% | -2% | 7% | -5% | -1%
COc1ccc(CCN2C(=O)CC(NNc3ccc([N+](=O)[O-])cc3)C2=O)cc1OC (centres undefined) | -3 | 12% | 1% | 1% | -1% | u | 0% | 1% | -7% | -2% | -28%
OC1CCCN(CC(O)c2ccccc2)C1 (centres undefined) | -2 | -4% | -6% | 6% | -1% | 0% | -6% | -4% | -1% | -2% | 7%
CC(=O)Nc1ccc(S(=O)(=O)N2CCC3(CC2)OCCO3)cc1 | 11 | 4% | 3% | 30% | 0% | x | 15% | 3% | -1% | 15% | 0%
CCN(CC(=O)Nc1ccc(NC(C)=O)cc1)C(=O)c1c(-c2c(F)cccc2Cl)noc1C | -2 | 16% | 5% | 36% | 1% | x | 4% | -17% | 9% | -1% | -18%
O=C(NCC(=O)N(c1cnc2ccccc2c1)C(C(=O)NC1CCCC1)c1ccncc1)c1ccco1 (centres undefined) | -3 | 5% | 0% | -3% | -1% | 11% | -3% | 2% | 16% | -4% | 1%
CCOC(=O)c1sc2nc(C)nc(NC3CCC(O)CC3)c2c1C (centres undefined) | -5 | 4% | 0% | 11% | 1% | 0% | 0% | -2% | -3% | -5% | -4%
Cc1cc(C(=O)Nc2ccccc2C(=O)O)c(C)o1 | -6 | -8% | -6% | 5% | 3% | 2% | -2% | 24µM* | 17% | 1% | 13%
Cc1ccc(S(=O)(=O)NCc2ccco2)c(C)c1C | 21 | -1% | 4% | 7% | -3% | -8% | -2% | 0% | 5% | -10% | 10%
Cc1cc(C)c(N=Cc2c(O)n(-c3nccs3)c(=O)c3ccccc23)c(C)c1 | 6 | -16% | -2% | -2% | -5% | -4% | 0% | -2% | -17% | -4% | -39%
CN(CC(=O)NCc1ccc(F)cc1)S(=O)(=O)c1cccc2nsnc12 | -9 | -2% | 11% | 9% | 1% | 0% | -2% | 4% | 0% | 4% | 6%
O=C(C1CCCCC1)N1CCCC(c2nc(-c3ccc(F)cc3)no2)C1 (centres undefined) | 4 | 15% | -1% | u | -3% | -13% | 6% | 11% | 5% | -1% | 1%

Assay outcomes from PubChem.
